m-calpain inh: inhibitors of pig calpain II, primary screen, biochemical, fluorogenic peptide substrate, 1536-well. hit rate 0.37% among 220,000. purified calpain II, 30 min. inhibition, % at 16 µM. AID 1236, 2008;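 active = inhibition above about 50%, limit read from the data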
Runt-CBFb FRET: inhibitors of RUNX1 Runt–CBFb binding, primary screen, biochemical, FRET, Cerulean-Runt, Venus-CBFb, uHTS; Runt-related transcription factor 1 (Homo sapiens) + Core-binding factor subunit beta …; Cerulean-Runt/Venus-CBFb FRET ratio 530/480, 1 h; inhibition, % at 20 µM; hit rate 0.46% among 220,000;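 active = inhibition over about 50% at 20 µM in the single-dose screen, limit read from the data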;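 also: 0% = DMSO wells and 100% = excess unlabeled CBFb competitor control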
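Doses: 20 µM compound in 1% DMSO | Material: Cerulean-labeled Runt domain protein | Amount: Each fluorescent fusion protein 100 nM | Schedule: Two 1 h room-temperature incubations shielded from light | Measured by: FRET fluorescence | Evaluation: Loss of energy transfer signal | Controls: Unlabeled CBFb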
p97 inhibitor: inhibitors of human p97 ATPase, primary screen, biochemical; inhibition, % at 8 µM; recombinant p97 ATPase, Kinase-Glo ATP luminescence, 3 h; hit rate 0.42% among 220,000; Transitional endoplasmic reticulum ATPase (Homo sapiens), P55072; in the data active = inhibition above about 15%;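 also: 0% = DMSO vehicle and 100% = wells lacking enzyme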
RBBP9 inhibitor: human RBBP9 inhibitors, primary screen, biochemical, fluorescence polarization, FP-Rh probe, HTS | Serine hydrolase RBBP9 (Homo sapiens), O75884 | recombinant RBBP9 | inhibition, % at 7.94 µM | hit rate 0.2% among 220,000;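 active = inhibition above the campaign mean of all tested compounds plus 3 SD, cut at about 14% in these data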;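 also: plate controls were DMSO wells with RBBP9 for no effect and wells lacking RBBP9 protein for full effect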
Target sequence (O75884 whole entry, looked up): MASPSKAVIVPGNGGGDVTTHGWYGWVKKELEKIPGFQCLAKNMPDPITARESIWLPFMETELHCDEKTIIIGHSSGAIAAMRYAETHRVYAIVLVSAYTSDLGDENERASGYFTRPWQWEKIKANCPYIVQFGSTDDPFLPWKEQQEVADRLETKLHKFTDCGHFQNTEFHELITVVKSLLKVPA
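Test system: recombinant human RBBP9. Quantity: 2.5 µM RBBP9 dispensing solution, before mixing. Detection: FP readout at 525/598 nm. Reagent: Serine-hydrolase probe FP-Rh, 375 nM pre-mixing. Measure: % inhibition. Control set: DMSO-treated enzyme wells and wells lacking RBBP9. Buffer or medium: Tris-NaCl-Pluronic buffer, pH 8.0. Times: preincubation 30 min plus labeling 45 min at 25 °C.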
Runt-SMMHC FRET: inhibitors of RUNX1 Runt–CBFb-SMMHC binding, primary screen, biochemical, FRET, Cerulean-Runt, Venus-CBFb-SMMHC, uHTS. Cerulean-Runt/Venus-CBFb-SMMHC FRET ratio 530/480, 1 h. inhibition, % at 20 µM. hit rate 0.74% among 220,000. AID 1434, 2008;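 active = mean inhibition across duplicate retests at 20 µM reaching about 50%, limit read from the data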;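 also: 0% = DMSO wells and 100% = wells with excess untagged CBFb-SMMHC; inhibitors lower the FRET ratio by blocking Runt binding to CBFb-SMMHC; some results filed as inactive read as strong as hits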
Furin inhibitor: human furin inhibitors, primary screen, biochemical, fluorescence intensity; inhibition, % at 30 µM; purified furin, fluorogenic substrate cleavage; hit rate 0.061% among 220,000; P09958; in the data active = inhibition above about 25%; also: inactives centre near -15
EBV gp42 inh: Epstein-Barr virus gp42 inhibitors, primary screen, biochemical, uHTS, fluorescence polarization. Glycoprotein 42 (Epstein-Barr virus (strain AG876)), Q1HVG2. Fluorescence polarization binding assay, mP read-out. inhibition, % (tested at 21.74 µM). hit rate 0.42% among 220,000. AID 1085, 2008; in the data active = inhibition above about 50%
Target sequence (Q1HVG2 whole entry, looked up): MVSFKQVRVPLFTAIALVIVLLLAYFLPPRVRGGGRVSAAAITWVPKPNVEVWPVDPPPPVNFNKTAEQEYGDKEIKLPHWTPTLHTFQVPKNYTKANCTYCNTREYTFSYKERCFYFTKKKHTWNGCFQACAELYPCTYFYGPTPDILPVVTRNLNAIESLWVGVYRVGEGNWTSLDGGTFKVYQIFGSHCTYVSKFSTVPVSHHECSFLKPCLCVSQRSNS
p47phox inh: p47phox/p22phox peptide binding inhibitors, primary screen, biochemical, uHTS, NADPH oxidase regulatory subunit. Neutrophil cytosol factor 1 (Homo sapiens), P14598. inhibition, % at 24.7 µM. AID 1274, 2008. fluorescence polarization, 2 h. hit rate 0.53% among 220,000;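 active = inhibition above about 30%, limit read from the data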;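 also: 0% = p47phox with labelled peptide and 100% = labelled peptide alone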
Target sequence (P14598 whole entry, looked up): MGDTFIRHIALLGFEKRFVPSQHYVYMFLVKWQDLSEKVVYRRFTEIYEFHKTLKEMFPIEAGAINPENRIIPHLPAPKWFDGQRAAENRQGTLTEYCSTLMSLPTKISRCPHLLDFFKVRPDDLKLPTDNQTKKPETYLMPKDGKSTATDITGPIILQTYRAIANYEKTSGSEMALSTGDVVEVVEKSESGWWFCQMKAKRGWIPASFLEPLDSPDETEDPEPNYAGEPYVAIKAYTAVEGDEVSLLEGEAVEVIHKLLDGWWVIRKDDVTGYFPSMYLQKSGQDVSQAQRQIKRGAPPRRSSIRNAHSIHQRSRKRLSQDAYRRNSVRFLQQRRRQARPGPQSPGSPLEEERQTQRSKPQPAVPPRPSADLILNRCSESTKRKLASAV
TbHK1 inh: Trypanosoma brucei hexokinase 1 inhibitors, primary screen, biochemical, G6PDH-coupled NADH absorbance, MLSCN library; hexokinase 1 [Trypanosoma brucei]; AID 1430, 2008; inhibition, % at 10 µM; recombinant TbHK1, G6PDH-coupled NADH A340; hit rate 0.11% among 220,000;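 active = inhibition of 50% or more in the single-dose primary screen; inactive = inhibition below 50%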
Active calls of the source: *; i = inactive; [ ] = another dose, or the depositor's remark.

cpd | compound | Furin inhibitor | RBBP9 inhibitor | p97 inhibitor | p47phox inh | Runt-SMMHC FRET | m-calpain inh | Runt-CBFb FRET | EBV gp42 inh | TbHK1 inh
1 | O=C(CN1CCCCC1)Nc1ccc(C(F)(F)F)cc1Cl | -10 | 7 | 3 | 13 | -3 | 12 | -2 | -14 | -2
2 | Cc1cccc(N2C(=O)CS/C2=N\NC(=O)c2ccc(Br)cc2)c1C | -25[20 µM] | 2 | 3 | 2 | 0 | 27 | -1 | -4 | 0
3 | CCOc1ccccc1NC1=C(Cl)C(=O)N(c2ccc(OC)cc2)C1=O | -15 | -2 | 5 | -3 | -4 | 5 | -2 | -5 | -9
4 | O=C(O)c1ccc(O)c(N2C(=O)Nc3ccccc3N2O)c1 | -11 | -1 | 3 | -13 | 2 | -6 | 13 | 10 | 26
5 | CCOc1ccccc1CN1CCN(Cc2ccon2)CC1CCO (stereo not drawn) | -13 | -8 | 5 | 0 | 0 | -3 | 2 | -11 | -7
6 | Cc1ccc(OCC(=O)N2CCN(C(=O)c3cccs3)CC2)cc1 | -21[20 µM] | 2 | -4 | -33 | 1 | -15 | 0 | 3 | -5
7 | CCN(CC)S(=O)(=O)c1ccc(Cl)c(NC(=O)COC(=O)c2ccc([N+](=O)[O-])o2)c1 | -19 | -5 | -2 | -14 | -3 | -24 | -2 | -37 | -16
8 | CCN(CC)CCCNC(=O)C1c2ccccc2C(=O)N(C)C1c1ccc(OC)cc1 (stereo not drawn) | -13 | -1 | -5 | -9 | -13 | -5 | -4 | -18 | 1
9 | CC(Oc1ccc2ccc(=O)oc2c1)C(=O)c1ccccc1 (stereo not drawn) | -7 | 1 | 5 | 2 | 4 | 9 | -2 | -15 | 18
10 | O=C(Cc1c(F)cccc1Cl)Nc1ccccc1N1CCCCC1 | -35 | 1 | 2 | 1 | 0 | 5 | -4 | -71 | 3
11 | CSc1ccccc1NC(=O)CN1CCCCC1 | -34 | 2 | 6 | -3 | 2 | -5 | 3 | -19 | -1
12 | COc1ccc2c(-c3ccccc3)cc(SCC(=O)N(C)C)nc2c1 | -3 | -8 | -7 | -42 | -5 | -22 | -4 | -10 | -11
13 | CN(C)S(=O)(=O)c1ccc(C(=O)NC2CCCc3ccccc32)cc1 (stereo not drawn) | -12 | -8 | 2 | -12 | -5 | -7 | 1 | -10 | -1
14 | CC1CCN(S(=O)(=O)N2CCC(C(=O)NCc3ccc4c(c3)OCO4)CC2)CC1 | -29 | -5 | 2 | -3 | -2 | 7 | -1 | -10 | -1
15 | CCOc1ccc(N(CC(=O)Nc2ccc(C)cc2)S(=O)(=O)c2c(C)[nH]c(=O)[nH]c2=O)cc1 | -2 | -6 | -7 | -6 | 0 | 7 | -1 | -8 | -5
16 | Cc1cc(=O)n(CCO)c(O)c1C#N | -18[20 µM] | -10 | -1 | -8 | -10 | 2 | -3 | -2 | -1
17 | Cc1ccc(-n2nnnc2SCC(=O)c2cc(C)n(-c3cc(C)on3)c2C)c(C)c1 | -25 | -9 | -3 | -39 | -9 | -13 | 0 | -25 | -4
18 | O=C(Oc1ccc(-c2nnco2)cc1)N1CCOCC1 | -5[20 µM] | 0 | 8 | -11 | -4 | -19 | -1 | -23 | -3
19 | CCOc1ccc(CCNC(=O)C2CCCN(c3nn4c(=O)cc(C)nc4s3)C2)cc1OCC (stereo not drawn) | -28 | -8 | 5 | -9 | 0 | 5 | -1 | -4 | 3
20 | CC(=O)C(Sc1ncnc2sc3c(c12)CCCC3)C(C)=O | -12 | -14 | 1 | -9 | 4 | 4 | 1 | -12 | -5
21 | Cc1c(N/C=C(\Cl)C(=O)C(F)(F)F)c(=O)n(-c2ccccc2)n1C | -18 | -8 | 8 | -9 | 6 | -22 | 8 | 5 | -28
22 | CCCOc1ccc(Cn2ccnc2)cc1[N+](=O)[O-] | -8 | 0 | -4 | -17 | -3 | 20 | 0 | -24 | 21
23 | CCC(C)N1C(=O)N(C)C2NC(=O)NC21 (stereo not drawn) | -13 | -4 | -1 | -1 | -1 | -11 | -1 | -10 | -7
24 | Cc1cccc(NC(=O)c2ccc([N+](=O)[O-])o2)c1C | -9 | -4 | -2 | -3 | 1 | 10 | -1 | 13 | -11
25 | CN(CC(=O)OCC(=O)c1c(N)n(C)c(=O)n(C)c1=O)S(=O)(=O)c1ccc(Cl)cc1 | -8 | -5 | 2 | -3 | 0 | -7 | 0 | -8 | 2
26 | O=C(NNC(=S)NC1CCCCC1)c1ccccc1O | -27 | -4 | 3 | 7 | -2 | -25 | 3 | 0 | -8
27 | CCCn1c(NC(=O)c2ccc(Br)cc2)nc2ccccc21 | -15[20 µM] | 0 | 0 | -5 | -3 | i | 0 | 5 | -18
28 | Cn1c(=O)c2c(nc(OCc3cccnc3)n2Cc2ccccc2)n(C)c1=O | -20[20 µM] | -8 | -2 | -9 | -1 | -33 | 0 | -9 | 4
29 | COc1ccccc1C(=O)O/N=C(\c1ccccc1)c1ccncc1 | -12 | -11 | -3 | 2 | 4 | 17 | 0 | 6 | 6
30 | COc1ccc(-c2cc(CCCC(=O)NCc3ccccn3)no2)cc1 | -19 | 5 | -2 | -16 | -3 | -10 | 4 | -11 | 5
31 | OCc1cn(-c2ccccc2)nc1-c1cc2ccccc2o1 | -22 | -18 | -7 | -5 | -8 | 5 | 1 | 13 | 5
32 | O=C(NC(=S)Nc1ncccn1)c1ccccc1Cl | 2 | -5 | 2 | -4 | 0 | 8 | 0 | 14 | 19
33 | CCCCCc1ccc(OCCCC[n+]2ccc(C)cc2)c(CCCCC)c1 | -6 | -2 | 2 | 14 | -4 | 8 | -1 | 6 | 26
34 | COc1cc(C)c(S(=O)(=O)Nc2ccc(CC(=O)O)cc2)cc1C | -14[20 µM] | 1 | 2 | -6 | 2 | -10 | -1 | -11 | 6
35 | O=C1CCCC2=C1C(c1ccccc1)NC(=S)N2 (stereo not drawn) | -25 | -3 | 2 | 2 | -4 | -8 | -1 | -9 | -16
36 | NC(N)=Nc1cc2ccccc2c2ccccc12 | 1 | -5 | 15* | -9 | 0 | -4 | 2 | 5 | 3
37 | CN(C)c1nc(SCCOC(=O)Nc2ccccc2)nc(N(C)C)n1 | -12[20 µM] | -1 | 3 | -8 | 4 | 18 | 0 | 7 | 8
38 | CCC(=O)Nc1nc(=S)ss1 | -20[20 µM] | -3 | 4 | -1 | 0 | 3 | 10 | -19 | -19
39 | CSc1ncccc1C(=O)OCc1ccc([N+](=O)[O-])cc1 | -24 | -2 | -4 | 1 | 1 | -2 | -2 | -4 | 2
40 | CC1CCC/C(=N\NC(=S)NCc2ccccc2)C1 (stereo not drawn) | -12[20 µM] | -3 | 6 | 0 | 4 | 6 | 0 | -9 | 1
41 | Cc1ccc(-n2c(O)c(C=NCc3ccccn3)c3ccccc3c2=O)cc1 | -13 | -1 | 4 | -17 | 6 | 27 | -2 | 6 | -17
42 | CC(=O)Nc1ccc(C(=O)Nc2nc(-c3ccccn3)cs2)cc1 | -21 | -7 | 0 | -4 | -8 | -2 | 5 | 12 | -1
43 | Cc1cc(-c2ccccc2)nc(Oc2ccc(C(C)(C)C)cc2)c1S(C)(=O)=O | 17[20 µM] | -3 | -1 | -7 | -6 | 48 | -7 | -6 | 0
44 | COCC(C)n1c(-c2ccc3c(c2)NC(=O)CO3)csc1=Nc1ccc(OC(F)F)cc1 (stereo not drawn) | -13[20 µM] | -4 | 0 | -10 | -2 | 22 | 1 | -6 | 7
45 | CCOC(=O)CC(=O)Nc1nc2ccccc2s1 | -27 | -7 | 3 | -3 | 1 | -1 | 0 | -12 | -7
46 | CCCCOc1ccc(OC(=O)c2cccnc2)cc1 | -19 | -6 | 2 | 3 | 3 | 6 | -3 | 3 | 3
47 | S=C(Nc1ccc(Cl)c(Cl)c1)NC1CCN(Cc2ccccc2)CC1 | -12[20 µM] | -13 | -1 | -14 | 2 | 31 | 0 | -4 | 8
48 | CC(C)[C@H](NC(=O)[C@@H]1Cc2ccccc2CN1C(=O)OC(C)(C)C)C(=O)NCC1CCC(C(=O)O)CC1 (stereo partly drawn) | -19 | -6 | 2 | 3 | 1 | -12 | 4 | -13 | 6
49 | N#C/C(=C\c1cc([N+](=O)[O-])ccc1Cl)C(N)=O | -17 | 2 | 6 | -2 | 5 | -10 | 0 | -7 | 3
50 | CCS(=O)(=O)c1ccc2oc(Nc3ccc(C(C)(C)C)cc3)nc2c1 | -24 | -7 | 2 | -23 | 0 | -14 | -4 | 10 | -6
51 | CC1CCCC(NC(=O)Cn2cc3c(n2)CCCCC3)C1C (stereo not drawn) | -20 | -8 | 2 | 4 | 0 | -9 | -3 | 1 | -6
52 | Nc1cc(=O)[nH]c(SCC(=O)N2CCc3ccccc3C2)n1 | -15[20 µM] | 2 | 0 | -19 | 2 | -22 | -2 | -15 | -2
53 | Cc1ccsc1/C=N/NC(=O)CNC(=O)c1ccc(S(=O)(=O)N2CCOCC2)cc1 | -4 | -8 | -4 | 0 | 2 | 20 | 1 | 3 | 0
54 | CC(C)(C)NC(=S)NCc1ccncc1 | -23 | -1 | -3 | 2 | 2 | -14 | -1 | 5 | -6
55 | Cn1c(=O)c2[nH]c(CNCc3ccccc3Cl)nc2n(C)c1=O | -22[20 µM] | -14 | -2 | -4 | -3 | 16 | -1 | 2 | 6
56 | CS(=O)(=O)c1nc2c(cc1C#N)CCCC2 | -9 | 0 | 2 | 1 | 2 | 6 | 1 | -5 | -7
57 | Cc1cc(C(=O)NC(C)C2CCCO2)no1 (stereo not drawn) | -3 | -2 | -2 | -3 | -3 | 11 | 1 | 14 | 9
58 | NC(=O)c1ccc(-n2nnnc2SCc2ccccc2)cc1 | -25 | -3 | 2 | -7 | -2 | 25 | 1 | -8 | -6
59 | CCS(=O)(=O)NCCc1ccc(OC)c(OC)c1 | -7[20 µM] | -7 | -1 | -8 | -3 | -16 | 3 | -18 | 2
60 | CCOC(=O)N1CCN(C(=O)COc2cc(=O)n(CC)c3ccccc23)CC1 | -23 | -6 | -6 | -10 | 1 | -9 | 0 | -13 | -7

Single records, as listed above. Order of screens: Furin inhibitor | RBBP9 inhibitor | p97 inhibitor | p47phox inh | Runt-SMMHC FRET | m-calpain inh | Runt-CBFb FRET | EBV gp42 inh | TbHK1 inh
`O=C(CN1CCCCC1)Nc1ccc(C(F)(F)F)cc1Cl` is listed as -10 | 7 | 3 | 13 | -3 | 12 | -2 | -14 | -2
`Cn1c(=O)c2[nH]c(CNCc3ccccc3Cl)nc2n(C)c1=O` is listed as -22[20 µM] | -14 | -2 | -4 | -3 | 16 | -1 | 2 | 6
`CCC(=O)Nc1nc(=S)ss1` is listed as -20[20 µM] | -3 | 4 | -1 | 0 | 3 | 10 | -19 | -19

Source: PubChem

This is a random part of the collection; about 2.7% have a hit in one of these screens.
